AmpC detergent: blocks E. coli AmpC beta-lactamase in detergent assay; AmpC hydrolysis of nitrocefin, absorbance 480 nm, 0.01% Triton; actives 0.041% (n = 370,000); P00811; Potency, µM (highest dose often 114 µM), without a hit: at the top dose activity change, negative = inhibition, usual class: inhibitors;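 also: potency is read from the fitted curve at half-maximal effect; 0% = no-compound wells and -100% = no-enzyme wells; nearly all actives have a fitted effect of over 25% in size; some results filed as inactive show a strong effect at the top dose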
Target sequence (P00811 whole entry, looked up): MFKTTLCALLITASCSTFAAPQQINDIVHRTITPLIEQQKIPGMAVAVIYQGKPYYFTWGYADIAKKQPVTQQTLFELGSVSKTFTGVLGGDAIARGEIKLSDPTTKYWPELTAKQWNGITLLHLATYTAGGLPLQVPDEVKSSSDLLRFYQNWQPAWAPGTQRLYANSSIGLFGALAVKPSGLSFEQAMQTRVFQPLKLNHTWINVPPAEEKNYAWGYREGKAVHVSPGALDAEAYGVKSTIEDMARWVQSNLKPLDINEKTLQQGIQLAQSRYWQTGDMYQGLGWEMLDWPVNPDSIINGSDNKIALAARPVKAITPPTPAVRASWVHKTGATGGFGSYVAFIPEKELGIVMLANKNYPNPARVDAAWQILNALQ
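AmpC (5.3 nM in the dispensed reagent) in 20 mM phosphate pH 7.0 with 0.01% (detergent screen) or 0.0001% Triton X-100 was preincubated with compounds for 15 min at room temperature. Nitrocefin was then added from an 800 uM solution, and hydrolysis was followed at 480 nm.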
AMA1-RON2 inh: inhibitors of Plasmodium falciparum AMA1-RON2 interaction | AlphaScreen AMA1-biotinylated RON2 peptide binding | Potency, µM (highest dose often 58.2 µM), inactives show at the highest dose activity change, negative = inhibition, most hits filed as inhibitors | actives 0.2% (n = 360,000);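 also: potency is read from the fitted curve at half-maximal effect; 0% = vehicle wells and -100% = peptide control; nearly all actives have a fitted effect of over 45% in size; some results filed as inactive show a strong effect at the top dose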
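AMA1 (3D7) with his tag at 25 nM final met compounds first, then biotinylated RON2 peptide at 25 nM; detection used donor plus acceptor beads, 10 µg/mL apiece, read by AlphaScreen after 30 min at room temperature.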
AmpC no deterg: AmpC beta-lactamase inhibition without detergent. actives 0.52% (n = 330,000). Potency, µM (titrated, usually from 57.1 µM), without a hit: top-dose activity change, negative = inhibition, actives largely listed as inhibitors. AID 485341. P00811. AmpC nitrocefin hydrolysis, absorbance 480 nm, 0.0001% Triton;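 also: potency is read from the fitted curve at half-maximal effect; plate controls were no compound for no effect and no enzyme for full effect; nearly all actives have a fitted effect of over 20% in size; some results filed as inactive show a strong effect at the top dose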
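AmpC (5.3 nM in the dispensed reagent) in 20 mM phosphate pH 7.0 with 0.01% (detergent screen) or 0.0001% Triton X-100 was preincubated with compounds for 15 min at room temperature. Nitrocefin was then added from an 800 uM solution, and hydrolysis was followed at 480 nm.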
LmPK inh: blocks Leishmania mexicana pyruvate kinase activity | purified LmPK, Kinase-Glo ATP luminescence, 1 h | actives 0.37% (n = 290,000) | Potency, µM (top dose mostly 57.5 µM), for the others: top-dose activity change, negative = inhibition, usual class: inhibitors | Q27686; also: potency is read from the fitted curve at half-maximal effect
Target sequence (Q27686 whole entry, looked up): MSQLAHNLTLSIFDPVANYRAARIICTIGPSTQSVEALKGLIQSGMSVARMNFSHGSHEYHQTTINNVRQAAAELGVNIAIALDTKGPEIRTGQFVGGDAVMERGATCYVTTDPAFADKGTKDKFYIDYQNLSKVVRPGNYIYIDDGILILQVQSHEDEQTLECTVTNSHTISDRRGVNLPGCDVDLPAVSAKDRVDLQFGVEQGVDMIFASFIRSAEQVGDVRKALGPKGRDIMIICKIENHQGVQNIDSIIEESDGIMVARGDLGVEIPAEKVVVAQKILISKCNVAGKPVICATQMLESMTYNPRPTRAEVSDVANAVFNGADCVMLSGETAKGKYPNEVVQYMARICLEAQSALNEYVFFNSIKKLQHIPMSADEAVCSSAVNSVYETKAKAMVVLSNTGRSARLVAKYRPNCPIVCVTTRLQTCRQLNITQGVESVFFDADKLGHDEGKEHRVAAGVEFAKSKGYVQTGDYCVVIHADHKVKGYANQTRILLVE
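Purified LmPK (0.1 nM) converted ADP (0.1 mM) to ATP with PEP (0.5 mM) in imidazole buffer pH 7.2 with KCl and MgCl2, 1 h at room temperature. ATP was read by Kinase-Glo luminescence; data normalized to uninhibited and no-enzyme controls.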
TbPYK inhibitor: T. brucei pyruvate kinase inhibition; Q57TT1; TbPYK enzyme, Kinase-Glo Plus ATP luminescence, 45 min; Potency, µM (doses to about 76.8 µM), inactives show top-dose activity, negative = inhibition, actives largely listed as inhibitors; actives 0.12% (n = 410,000); also: potency is read from the fitted curve at half-maximal effect; nearly all actives have a fitted effect of over 50% in size
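TbPYK + substrate in 50 mM TEA pH 7.2, 100 mM KCl, 10 mM MgCl2, 0.05% BSA, 0.01% Tween-20; cpd pinned; ADP 130 uM final; 45 min RT; Kinase-Glo Plus 10 min; luminescence endpoint.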
HCMV inh: blocks human cytomegalovirus replication; actives 4.5% (n = 410,000); HFF cells, HCMV-luciferase reporter, 72 h; stronger effect = lower value; activity change, negative = inhibition, % at 57.5 µM; in the data active = activity change below about -60%; inconclusive = no clear call, values can overlap the other calls; inactive = above about -39%
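Screen run at 2 compound doses on HFFs infected with reporter HCMV, MOI 1 PFU/cell. Luciferase activity from cell lysates at 72 h post infection gave inhibition relative to buffer-only and Salinomycin wells.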
HCV inh: HCV inhibition; Huh7.5.1 HCVcc-Cre infection, luciferase reporter, 44 h; Potency, µM (highest dose often 41.8 µM), for inactives: at the highest dose activity change, negative = inhibition, usual class: inhibitors; actives 3.4% (n = 340,000); AID 651820; also: potency is read from the fitted curve at half-maximal effect
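Whole-lifecycle infectious HCVcc-Cre system; cells 1,000/well, compound then virus (~0.5 moi) added 4 h after plating, 44 h culture. Luciferase read 15 sec following 15 min substrate incubation, room temp.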
The depositor's hits bear a star; ? = inconclusive; / = not tested or not shown; [ ] = dose if it differs, or a comment. Unless noted, calls follow the shape of the dose curve; as a rule, active = well fitted curve in the direction sought with a large enough effect; inconclusive = small, poorly fitted or top-dose-only effect, or another doubt; inactive = no such curve, though single readings can be large; an effect the other way counts as inactive or inconclusive. Unless noted, % is scaled to controls: 0 for no effect and ±100 for the full control effect.

SMILES | AmpC detergent | AMA1-RON2 inh | AmpC no deterg | LmPK inh | TbPYK inhibitor | HCMV inh | HCV inh
COc1ccc(OCCCC(=O)N(CCC2=CCCCC2)c2c(N)n(Cc3ccccc3)c(=O)[nH]c2=O)cc1 | -4% | -11% | -21% | / | 0% | -29 | 0%
COc1ccc(/C=C2\SC(=O)N(CCC(=O)N3CCN(C)CC3)C2=O)cc1 | ? | -2% | -4% | -5% | -17% | 30 | 0%
CC1=C(C(=O)OC(C)C)C(c2cccnc2)n2ncnc2N1 (stereo unspecified) | ? | 0% | -14% | 0% | 7% | 18 | -3%
COc1cc(OC)c2nc(C)c3c(c2c1)N(c1ccc(O)cc1)CC3 | -9% | -1% | 0% | 2% | -5% | -103* | ?
CC(=O)c1ccc(N=Nc2ccc(N(C)C)cc2)cc1 | -2% | ? | -11% | ? | -12% | 56 | 1%
CN1CCN(c2c(C#N)c(C(F)(F)F)nn2C)CC1 | -7% | -6% | -3% | 4% | -3% | 27 | 11%
CC(NC(=O)CNC(=O)C1CCCCC1)c1cccc(Cl)c1 (stereo unspecified) | -9% | 4% | -1% | 1% | 0% | -30 | 8%
COc1ccccc1NC(=O)N(C)C[C@@H]1OCc2cn(nn2)CCCC(=O)N([C@H](C)CO)C[C@H]1C | / | -10% | / | / | -2% | 39 | /
Nc1cc([N+](=O)[O-])ccc1N1C(=O)CCCC1=O | 3% | 2% | -14% | -1% | 0% | -11 | -5%
CCC(=O)Nc1cc(C(=O)OCC(=O)c2ccccc2Cl)ccc1C | -1% | -3% | 2% | -2% | / | 83 | 9%
Cc1ccc(NC(=O)CSCC(=O)Nc2cc(S(=O)(=O)N3CCOCC3)ccc2OC(C)C)cc1 | / | 10% | / | / | -4% | 62 | -3%
Cc1ccc(S(=O)(=O)Nc2ccc(Cl)cc2)cc1NC(=O)c1cc2c(s1)CCCC2 | -13% | 10% | -39% | 0% | 9% | ? | ?
COc1ccccc1NC(=O)C/C(C)=N/NC(=O)c1ccccn1 | -2% | 59%[activator] | 14% | 2% | 1% | 9 | 15%
COc1cccc([C@@H]2Oc3ccc(OC)cc3C(=O)[C@H]2OC(=O)NCc2ccc3c(c2)OCO3)c1 | 2% | / | -16% | 3% | / | / | -3%[8.37 µM]
O=C(N/N=C\C=C\c1ccc2c(c1)OCO2)c1cccnc1 | -14% | 104%[activator] | -45% | -6% | 2% | 6 | -3%
CCOC(=O)c1cc(-c2ccc(OC)cc2)n(CCC(=O)Nc2cccc(C(C)=O)c2)c1C | 4% | / | / | / | -1% | -29 | /
COc1ccccc1Cn1c(=S)[nH]c2cc(C(=O)NCc3cccnc3)ccc2c1=O | 12% | 13% | -13% | -6% | -15% | -24 | ?
COCCNc1ncnc2c1ncn2[C@H]1CN(Cc2ccco2)C[C@@H](CO)O1 | / | 2% | / | / | -6% | 4 | /
COc1ccc(N2CCN(c3ncnc4c3cnn4-c3ccc(C)c(Cl)c3)CC2)cc1 | 6% | / | / | / | 2% | -39 | /
CN(C)/C=C/C(=O)c1cccc(Cl)c1 | -2% | 3% | -46% | -1% | -4% | 9 | 8%
CCN(CC)CCN(Cc1cc2cc3c(cc2[nH]c1=O)OCO3)C(=S)NC | ? | 0% | 103% | 3% | 8% | 7 | 4%
N#Cc1ccccc1S(=O)(=O)N1CCN(S(=O)(=O)c2ccc(Br)c(C(=O)O)c2)CC1 | -3% | -2% | -13% | 1% | -4% | 26 | 18%
CC(C)c1ccccc1NC(=O)COC(=O)c1cc([N+](=O)[O-])ccc1N1CCOCC1 | ? | 1% | ? | / | 3% | -12 | ?
Cc1nc(N2CCN(C)CC2)c2c(C)c(C(=O)Nc3ccc(F)cc3)sc2n1 | -1% | -5% | 64%[activator] | -5% | -2% | -34 | -19%
COC(=O)c1ccccc1NC(=O)C1CCCN(C(=O)c2cnn(-c3ccc(F)cc3)c2-n2cccc2)C1 (stereo unspecified) | ? | / | / | / | 0% | 7 | /
CN(C(=O)c1cccc(NC(=O)Cc2ccc(NC(=O)C3CCCN(C(=O)c4ccccc4)C3)cc2)c1)C1CCC1 (stereo unspecified) | / | 2% | / | / | 2% | 6 | -16%[8.37 µM]
Cc1ccccc1CSCC(=O)N/N=C/c1cccs1 | ? | -19% | -35% | 3% | -7% | -27 | -18%
COC(=O)c1scc(-c2ccc(C)cc2)c1S(=O)(=O)Nc1cc(Cl)c(OC)cc1OC | 22% | / | / | / | 1% | -32 | /
CN(C)S(=O)(=O)n1cc(/C=C(\NC(=O)c2ccccc2F)C(=O)N2CCOCC2)c2ccccc21 | -2% | 19% | 13% | 1% | -11% | 14 | 8%
CCOc1ccccc1NC(=O)CSc1nc2cc(OC)c(OC)cc2c2nc(-c3ccccc3)nn12 | -5% | / | / | / | 6% | -13 | /
O=C(c1ccccc1-c1ccccc1)N1CCOCC1 | ? | 2% | -3% | 2% | 4% | -17 | -9%
c1ccc(CSc2nnc(-c3ccco3)n2Cc2ccccc2)cc1 | ? | -8% | -3% | 1% | -9% | 65 | 13%
S=c1[nH]ncn1/N=C/c1ccc(Br)cc1 | -9% | 111%[activator] | -12% | ? | ? | 0 | 9%
O=C(c1ccc2nc(N3CCOCC3)sc2c1)N1CCC(Cc2ccccc2)CC1 | 1% | -2% | 132%[activator] | 12% | -7% | -40 | ?
COc1ccc(C(=O)NC(=O)COC(=O)c2ccc3ncsc3c2)cc1 | -14% | / | -3% | 1% | / | / | -10%
COc1cc(/C=N/NC(=S)NCCN2CCOCC2)ccc1O | -18% | 49%[activator] | -25% | 2% | 5% | -18 | 13%
CCCCC(=Nc1ccccc1OC)C1=C(O)CC(c2ccccc2)CC1=O (stereo unspecified) | 3% | 2% | -5% | 5% | 1% | -36 | 27%
CCc1cc(C(=O)NC2CCCc3c2cnn3-c2cccc(C)c2C)n(C)n1 (stereo unspecified) | ? | 4% | 75%[activator] | 5% | -1% | -86* | ?
C/C(CCc1ccccc1)=N\NC(=S)NCCc1ccccc1 | -9% | 75%[activator] | -31% | 6% | 1% | -31 | -18%
CCOc1nc(NCCC2=CCCCC2)nc(N2CCOCC2)n1 | -4% | -20% | -22% | 5% | 0% | -28 | 23%
CCCCN1C(=O)C(=O)N(CC(=O)c2ccc3c(c2)CCCC3)C1=O | 4% | 4% | -24% | / | -7% | 10 | -8%
O=C(O)C1C2C=CC(C2)C1C(=O)OCC1CCCO1 (stereo unspecified) | -3% | -8% | -11% | 6% | 1% | -30 | 15%
Cc1cc(C)cc(NC(=O)N2CCC(CN3CCOCC3)CC2)c1 | 3% | / | / | / | -1% | 68 | /
Cc1cc(C)n(C(=O)Cn2nc(C)c(Br)c2C)n1 | 0% | 8% | -4% | 3% | -9% | 31 | 9%
Oc1cccc(C(O)CNCc2ccc(OCc3ccc(Cl)cc3Cl)cc2)c1 (stereo unspecified) | -8% | -11% | -27% | 1% | -3% | 18 | -28%
O=C(O)c1cccnc1SCc1ccc([N+](=O)[O-])cc1 | -3% | -6% | -6% | -9% | 3% | 66 | 12%
COc1ccc(OC)c(C2C3=C(N=C4SCC(=O)N42)c2ccccc2CC3)c1 (stereo unspecified) | -4% | 13% | 5% | 3% | -9% | 12 | ?
CN(C(=O)COC(=O)CSc1cc(Cl)ccc1Cl)c1c(N)n(Cc2ccccc2)c(=O)[nH]c1=O | -3% | 4% | 124%[activator] | / | 2% | 57 | 14%

Compound profiles, as listed above.
`CN(C(=O)COC(=O)CSc1cc(Cl)ccc1Cl)c1c(N)n(Cc2ccccc2)c(=O)[nH]c1=O` as listed: AmpC detergent = -3%; AMA1-RON2 inh = 4%; AmpC no deterg = 124%[activator]; LmPK inh = /; TbPYK inhibitor = 2%; HCMV inh = 57; HCV inh = 14%
`Oc1cccc(C(O)CNCc2ccc(OCc3ccc(Cl)cc3Cl)cc2)c1` (stereo unspecified) as listed: AmpC detergent = -8%; AMA1-RON2 inh = -11%; AmpC no deterg = -27%; LmPK inh = 1%; TbPYK inhibitor = -3%; HCMV inh = 18; HCV inh = -28%

The list goes on.
SMILES | AmpC detergent | AMA1-RON2 inh | AmpC no deterg | LmPK inh | TbPYK inhibitor | HCMV inh | HCV inh
Nc1nc(-c2ccccc2)cn1/N=C/c1ccccc1 | 1% | 56%[activator] | -33% | 1% | -1% | -2 | ?
Cc1ccccc1CSc1ccc(-c2ccc3c(c2)OCO3)nn1 | 1% | -5% | -18% | -1% | 1% | -32 | 8%
Cc1cncc(NCc2cccc(Cl)c2)n1 | / | 34%[activator] | / | / | -7% | -20 | /
Cc1ccccc1-c1noc(CSc2nnc(-c3ccncc3)n2-c2ccc(F)cc2)n1 | -2% | / | / | / | 1% | -4 | /
CC(C)C(=O)N1CCCC1(C)C(=O)NCc1ccccn1 (stereo unspecified) | / | 104%[activator] | / | / | 0% | 37 | /
N/C(=N\OS(=O)(=O)c1cccc([N+](=O)[O-])c1)c1ccncc1 | -2% | -1% | -35% | 0% | -3% | -14 | -22%
Cc1cc(OCC(=O)Nc2nnc(C3CC3)s2)ccc1C(C)C | -4% | -12% | -6% | / | 1% | -15 | 1%
CN(C)CCNc1nc2c(c(=O)[nH]c(=O)n2C)n1CC(O)COc1ccc(Cl)cc1Cl (stereo unspecified) | -2% | 14% | 1% | 11% | 3% | -4 | 1%
COCCCNC(=O)c1ccc(Cn2c(=O)[nH]c3ccccc3c2=O)cc1 | ? | -9% | -14% | -1% | 3% | 33 | 8%
CC1=C(C(=O)N(C)C)CC(CC(=O)NCc2cccc3ccccc23)C(=O)N1CCC1=CCCCC1 (stereo unspecified) | / | 10% | / | / | 7% | -23 | /
c1coc(CNc2nc(N3CCCCC3)nc3ccccc23)c1 | 0% | -5% | -7% | 1% | -3% | ? | ?
CC(O)(c1ccc(F)c(F)c1)c1nc(-c2cccc(C(F)(F)F)c2)cs1 (stereo unspecified) | / | -1% | / | / | 7% | -26 | /
C=CCn1nnnc1SCC(=O)Nc1ccccc1C(=O)OC | ? | -3% | -4% | -5% | -1% | 37 | 23%
O=C(NCc1cccs1)C1CCN(S(=O)(=O)c2ccc3c(c2)OCCO3)CC1 | -15% | -2% | 0% | -9% | -2% | -18 | ?
O=C(c1cc(Br)c(Br)s1)N1CCOCC1 | ? | 35%[activator] | -9% | / | -1% | -11 | 4%
Cc1ccc(NC(=O)C2CCCCC2C(=O)O)cc1Cl (stereo unspecified) | 2% | ? | -15% | 1% | 5% | -26 | 18%
O=C(CCCCCNC(=O)c1ccccc1)N=Nc1c(O)[nH]c2c(Br)cc(Br)cc12 | -7% | / | -26% | 3% | / | / | /

Screening data deposited in PubChem BioAssay by National Center for Advancing Translational Sciences (NCATS).
